# SKN-1 block = suppressors of acrylamide-induced Pgst-4::GFP reporter in worms, primary screen, SKN-1 inhibitor project, whole organism, uHTS, GFP/RFP fluorescence ratio, strain VP596. 360,000 compounds, 0.49% hits. C. elegans VP596 Pgst-4::GFP/RFP ratio, 24 h. AID 624304, 2012. inhibition, % at 21.8 µM;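 active means interference check ratio from 0.5 to 1.5 plus GFP to RFP signal ratio inhibition reaching or exceeding a fixed threshold, cut at about 30% in these data, passing the limit was not always enough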; further: some compounds called inactive have numbers as strong as hits
# MT1-MMP act inh = blockers of MT1-MMP proenzyme processing, primary screen, HT1080 RFP-PRO-GFP cells, GFP/RFP fluorescence; Matrix metalloproteinase-14 (Homo sapiens), P50281; GFP/RFP ratio fluorescence, overnight; percent of plate control window, DMSO zero; GFP/RFP ratio change, % at 20 µM; 360,000 compounds, 0.061% hits; AID 651647, 2012;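 active means GFP/RFP ratio change of at least 30% with cell ATP level not reduced by more than half and red fluorescence within 50% of control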; further: strong numbers were not always called active
#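 Assay system: RFP-PRO-GFP reporter HT1080 cells; read-out basis: GFP/RFP fluorescence ratio; benchmarks: DMSO wells and RFP-L50D-GFP cells; doses: 20 µM single dose, 1% DMSO; schedule: overnight cell settling, then overnight compound exposure, 37 °C, 5% CO2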
# Neddylation inh = inhibitors of cullin neddylation, primary screen, biochemical, TR-FRET, uHTS, NAE and Ubc12; calls only at 25 µM; 360,000 compounds, 0.58% hits; in the data active means inhibition above about 36%
# MLLE-PAM2 inh = inhibitors of PABP1 MLLE–PAM2 peptide binding, primary screen, biochemical, fluorescence polarization, FITC-PAM2, GST-MLLE; 360,000 compounds, 0.36% hits; inhibition, % at 20 µM; AID 588489, 2011; in the data active means inhibition above about 35%, passing the limit was not always enough;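 further: plate controls were DMSO wells with GST-MLLE for no effect and wells lacking GST-MLLE protein for full effect; some results filed as inactive read as strong as hits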
# Rin1 Abl inh = inhibitors of Rin1-Abl protein binding, primary screen, biochemical, TR-FRET | Tyrosine-protein kinase ABL1 (Homo sapiens) + Ras and Rab interactor 1 (Homo sapiens), … | inhibition, % at 7.35 µM | 360,000 compounds, 0.4% hits; in the data active means inhibition above about 5%, passing the limit was not always enough
# MsrA act = bovine MsrA enzyme activators, primary screen, biochemical, absorbance, HTS; purified bovine MsrA, absorbance read-out; activation, % at 10.6 µM; 360,000 compounds, 0.3% hits; in the data active means activation above about 7.5%;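 further: 0% = vehicle and 100% = reference activator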
# E coli Lon inh = inhibitors of E. coli Lon protease, primary screen, biochemical, fluorescence polarization; P0A9M0; purified E. coli Lon protease; inhibition, % at 7.94 µM; 360,000 compounds, 0.42% hits; in the data active means inhibition above about 13%, passing the limit was not always enough;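 further: 0% = enzyme with probe and DMSO and 100% = no enzyme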
# CendR NRP1 mod = modulators of CendR peptide binding to NRP-1, primary screen, biochemical, fluorescence polarization, uHTS; FAM-RPARPAR peptide binding to NRP-1; inhibition, % at 25 µM; 360,000 compounds, 0.85% hits;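 active means inhibition or corrected inhibition above about 18%, plus a signal ratio from 0.5 to 1.5, limit read from the data, passing the limit was not always enough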; further: strong numbers were not always called active
# FAS-TE inh = FAS thioesterase domain inhibitors, primary screen, biochemical, fluorescence intensity, uHTS; recombinant FAS-TE, OMFH fluorogenic substrate, fluorescence endpoint; inhibition, % at 15 µM; 360,000 compounds, 0.67% hits; Fatty acid synthase (Homo sapiens), P49327;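 active means compounds whose normalised, plate-corrected inhibition of enzyme fluorescence in the single-dose primary screen is 50% or more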;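 further: 0% = DMSO with enzyme and 100% = substrate without enzyme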
# Active calls of the source: *; i = inactive; · = no result given; + = active, no number.
SMILES,SKN-1 block,MT1-MMP act inh,Neddylation inh,MLLE-PAM2 inh,Rin1 Abl inh,MsrA act,E coli Lon inh,CendR NRP1 mod,FAS-TE inh
COc1cccc(CN2CCCC(CNC(=O)c3ccc(F)cc3)C2)c1OC (configuration not stated),-2,0,i,8,4,-4,5,8,-9
O=C(C1CCN(S(=O)(=O)N2CCOCC2)CC1)N1CCN(Cc2ccccc2)CC1,-15,6,i,4,6,4,-1,7,-3
CC(=O)c1ccc(C(=O)N2CCCC(C(=O)c3cc(F)ccc3F)C2)s1 (configuration not stated),6,0,i,-6,1,-1,1,-6,3
O=C(c1ccc(Cl)cc1)N1CCC(O)(CSc2ccc(Cl)cc2)CC1,-9,2,i,-7,2,-5,-6,-9,10
COc1ccccc1C(=O)O/N=C(\c1ccccc1)c1ccncc1,8,1,i,-7,4,-5,-1,11,1
COc1cccc(/C=N/n2c(-c3cc(C)[nH]n3)n[nH]c2=S)c1OC,3,-1,i,-1,-5,-3,6,8,-6
COc1cc(C(O)CO)ccc1OS(=O)(=O)O (configuration not stated),5,-1,i,-10,-2,-3,-1,0,-3
CCOc1ccc(OCC(O)CNC2CCN(Cc3ccccc3)CC2)cc1 (configuration not stated),7,7,i,-5,1,-6,-1,-4,-8
CCOC(=O)C(Cc1c[nH]c2ccccc12)NC(=O)CNC(C)=O (configuration not stated),-7,8,i,2,1,-2,0,-8,-9
CC1(C)CC(=O)C=C(c2ccc(-c3ccccc3)cc2)C1=O,-10,1,i,-1,-1,-2,-5,3,22
CCC(C)(C)n1nnnc1C(c1ccc(OC)c(OC)c1)N1CCN(c2cccc(OC)c2)CC1 (configuration not stated),-21,-5,i,-2,0,-8,-7,3,6
Cc1ccc(S(=O)(=O)N2CCN(C(=O)COC(=O)CNC(=O)c3ccccc3F)CC2)c(C)c1,4,-1,i,-15,4,-3,-8,-2,-6
CN(C)CCCN(C(=O)c1cc2cc([N+](=O)[O-])ccc2s1)c1nc2cc3c(cc2s1)OCCO3,0,-4,i,13,-3,-9,-5,7,46
CC(C)=C(NC(=O)c1ccccc1)C(=O)NCc1ccccc1,6,-2,i,-13,4,-3,4,9,-2
COC(=O)c1cccc(C(=O)N2CCC(CO)(Cc3ccccc3Cl)CC2)c1,14,-6,i,1,-2,0,-11,3,2
Cc1cc(C(=O)OCC(=O)N2C(C)CCCC2C)c2ccccc2n1 (configuration not stated),-6,0,i,12,0,-9,2,-4,-2
COc1ccc(C2=C(C=Nc3c(C)n(C)n(-c4ccccc4)c3=O)C(c3ccccc3C)c3ccccc3O2)cc1OC (configuration not stated),23,-13,i,1,-5,-3,3,8,84*
COc1ccc(C(=O)Nc2ccc3nc(C)sc3c2)cc1S(=O)(=O)N1CCOCC1,-2,8,i,-18,1,0,0,3,-1
O=S(=O)(NC1CC1)c1ccc(Cl)cc1,8,0,i,3,-1,-2,2,6,-4
CC(C)CC(NC(=O)C(NC(=O)OC(C)(C)C)C(C)C)C(=O)N1CCCC1C(N)=O (configuration not stated),-16,6,i,15,0,-1,4,16,-5
COc1ccc(NC(=O)CCCC(=O)NCCc2ccc(OC)c(OC)c2)cc1,0,-5,i,-3,-2,-6,7,-7,-1
COCCCn1c(=O)c2sccc2n2c(CCCC(=O)NCc3ccc(F)cc3)nnc12,7,3,+,-6,5,-5,-9,0,-4
O=C(NCc1cc([N+](=O)[O-])ccc1O)c1cccnc1Sc1ccc(Cl)cc1,2,5,i,-2,-2,-4,-1,13,6
COc1ccc(OC)c(/C=C/C(=O)N(C)CC(=O)Nc2ccc(C)cc2)c1,-3,0,·,-11,-3,-7,6,-7,-8
COc1ccc(/C=C(\C#N)c2c[nH]c3ccccc23)cc1,-9,0,+,-2,-1,-3,-10,6,13

# Exported bar-delimited: part of the list above.
structure | SKN-1 block | MT1-MMP act inh | Neddylation inh | MLLE-PAM2 inh | Rin1 Abl inh | MsrA act | E coli Lon inh | CendR NRP1 mod | FAS-TE inh
Cc1ccc(S(=O)(=O)N2CCN(C(=O)COC(=O)CNC(=O)c3ccccc3F)CC2)c(C)c1 | 4 | -1 | i | -15 | 4 | -3 | -8 | -2 | -6
CN(C)CCCN(C(=O)c1cc2cc([N+](=O)[O-])ccc2s1)c1nc2cc3c(cc2s1)OCCO3 | 0 | -4 | i | 13 | -3 | -9 | -5 | 7 | 46
CC(C)=C(NC(=O)c1ccccc1)C(=O)NCc1ccccc1 | 6 | -2 | i | -13 | 4 | -3 | 4 | 9 | -2
COC(=O)c1cccc(C(=O)N2CCC(CO)(Cc3ccccc3Cl)CC2)c1 | 14 | -6 | i | 1 | -2 | 0 | -11 | 3 | 2

# (listing goes on)
SMILES,SKN-1 block,MT1-MMP act inh,Neddylation inh,MLLE-PAM2 inh,Rin1 Abl inh,MsrA act,E coli Lon inh,CendR NRP1 mod,FAS-TE inh
O=C(COc1ccccc1O)NNc1ccccc1,0,-3,i,0,-1,-3,7,-9,-6
COc1ccccc1NC(=O)Nc1ccc2c(c1)CCC2,1,-2,i,-6,-1,-3,-2,8,17
COc1ccc(/C=C/C(=O)Oc2cccc(/C=N/NC(=O)COc3c(C)cccc3C)c2)cc1,4,1,i,4,-2,1,-11,-10,1
COc1ccc(C)cc1COC(=O)c1[nH]c(C)c(C(C)=O)c1C,2,2,i,-16,2,-3,2,-10,4
Cc1nnc(SCC(=O)Nc2sc3c(c2C#N)CCCC3)[nH]c1=O,-13,3,i,24,-3,0,-3,-8,-26
CCOC(=O)c1cc(NC(=O)C2C3CCC(O3)C2C(=O)O)cc(C(=O)OCC)c1 (configuration not stated),6,1,i,5,-1,-1,-2,13,-6
CCC(=O)c1ccc(OCC(=O)OCC(=O)N2CCN(c3ccc(OC)cc3)CC2)cc1,-30,5,i,4,1,-2,1,-3,-5
Cc1ccc(N2C(=S)NC3c4ccccc4OC2(C)C3C(=O)N(C)C)cc1 (configuration not stated),-25,0,i,23,-3,-3,5,-8,-3
Nc1nonc1-c1nc2ccccc2n1CC(=O)NC1CCCC1,-4,8,i,-6,2,-5,-5,2,-4
CCOC(=O)CCCCC(=O)c1[nH]c(=O)[nH]c1Cn1cnc2ccccc21,1,0,i,-8,71*,-3,0,0,-2
Cc1[nH]c2nc3ccccc3n2c(=O)c1CCC(C)C,1,1,i,1,-1,-3,-4,1,-4
COC(=O)c1cc(C(=O)Nc2nnc(CC(C)(C)C)s2)cc([N+](=O)[O-])c1,2,2,i,33,-6,-3,-4,8,52*
CN(C(=O)CN1CCN(c2ccccc2F)CC1)C1CCCc2ccccc21 (configuration not stated),1,-3,i,14,5,-1,3,4,3
Cc1ccc2[nH]c(C)c(CCNC(=O)C3CCCCC3C(=O)OCC(F)(F)F)c2c1 (configuration not stated),8,2,i,-8,-1,1,-9,0,4
O=C(CSc1nncc2ccccc12)Nc1ccccc1,11,-2,i,-5,0,-9,1,-1,-4
N/C(Cn1nnc(-c2ccccc2)n1)=N\O,-3,-3,i,5,2,-10,-1,2,-8
COc1cccc(CNC(=O)COC(=O)/C(C#N)=C/c2ccc(N(C)C)cc2)c1,26,-5,i,-4,0,-5,4,-31,-6
O=C(NC1CC1)C1=C[C@@H](c2c[nH]c3ccccc23)C[C@@H](OCCCCO)O1,5,-4,i,-23,0,-4,-23,0,-10
CC(OC(=O)[C@@H]1CCCN1C(=O)c1cccs1)C(=O)Nc1cccc([N+](=O)[O-])c1 (some centres not stated),9,1,i,9,-3,-1,8,0,21
COc1ccccc1CNC(=O)C1CCC(CNc2c(N3CCC(C)CC3)c(=O)c2=O)CC1 (configuration not stated),0,2,i,2,-3,-4,-4,-7,-1
O=C(CS(=O)c1ccccc1[N+](=O)[O-])Oc1ccc(Br)cc1 (configuration not stated),-1,3,i,-6,-1,-4,-10,-7,7
C=CCOC(=O)c1c(C)nc2cc3c(cc2c1C)OCO3,5,1,i,11,-2,0,-1,-4,-7
CSc1ccc(NC(=O)N2CCC(C(=O)c3ccc(F)cc3)CC2)cc1,-19,-2,i,3,7.4*,-2,-5,-3,6
CC(=O)Nc1ccc(S(=O)(=O)N2CCc3ccccc3C2CC(=O)O)cc1 (configuration not stated),8,3,i,12,-2,0,10,0,-5
O=C(c1sc2cc([N+](=O)[O-])ccc2c1Cl)N1CCOCC1,2,-2,i,4,-4,3,-4,2,3

# Next section; it opens with the 5 that closed the last part.
SMILES,SKN-1 block,MT1-MMP act inh,Neddylation inh,MLLE-PAM2 inh,Rin1 Abl inh,MsrA act,E coli Lon inh,CendR NRP1 mod,FAS-TE inh
O=C(CS(=O)c1ccccc1[N+](=O)[O-])Oc1ccc(Br)cc1 (configuration not stated),-1,3,i,-6,-1,-4,-10,-7,7
C=CCOC(=O)c1c(C)nc2cc3c(cc2c1C)OCO3,5,1,i,11,-2,0,-1,-4,-7
CSc1ccc(NC(=O)N2CCC(C(=O)c3ccc(F)cc3)CC2)cc1,-19,-2,i,3,7.4*,-2,-5,-3,6
CC(=O)Nc1ccc(S(=O)(=O)N2CCc3ccccc3C2CC(=O)O)cc1 (configuration not stated),8,3,i,12,-2,0,10,0,-5
O=C(c1sc2cc([N+](=O)[O-])ccc2c1Cl)N1CCOCC1,2,-2,i,4,-4,3,-4,2,3
COc1cc(Cl)c(S(=O)(=O)n2cnc(C)c2)cc1Cl,9,2,i,0,2,-2,-1,1,-6
Cc1ccccc1N1CC(C(=O)Nc2ccc(S(=O)(=O)N3CCOCC3)cc2)CC1=O (configuration not stated),3,0,i,2,1,-2,-1,8,-5
CC(C)C[C@H](NC(=O)c1nc[nH]c1C(=O)NCCCCCN)C(=O)OCc1ccccc1,9,1,i,10,2,0,6,0,-7
Cc1sc2nc(SCC(=O)N3CCCCC3)[nH]c(=O)c2c1C,-11,1,i,-19,1,-3,-15,0,-6
O=C(Cc1ccc(NC(=O)C2CCCN(C(=O)CCc3ccccc3)C2)cc1)Nc1cccc(C(=O)N2CCCC2)c1 (configuration not stated),17,-4,i,-12,1,-3,-1,-8,-12
COc1ccccc1/C=C1/C(=O)N(c2ccc([N+](=O)[O-])cc2)N=C1C,-14,2,i,14,-1,-2,-2,-14,-6

# Structures listed so far that bear a hit mark in Neddylation inh:
SMILES | SKN-1 block | MT1-MMP act inh | Neddylation inh | MLLE-PAM2 inh | Rin1 Abl inh | MsrA act | E coli Lon inh | CendR NRP1 mod
COCCCn1c(=O)c2sccc2n2c(CCCC(=O)NCc3ccc(F)cc3)nnc12 | 7 | 3 | + | -6 | 5 | -5 | -9 | 0
COc1ccc(/C=C(\C#N)c2c[nH]c3ccccc23)cc1 | -9 | 0 | + | -2 | -1 | -3 | -10 | 6
